T cell HTS = T cell immune modulation candidate | 2C CD8+ T cell-vesicle binding, flow cytometry; hits give low values | calls only at 7 µM | hit rate 0.068% among 330,000 | AID 2052;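 active = response, share of CD8 T cells binding vesicles, and their 90th percentile fluorescence all below set limits, cut at about 80% in these data, passing the limit was not always enough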
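Incubation: binding step 1.5 h, 37 °C, antibody labelling 20 min, ice; system: murine 2C transgenic CD8+ T lymphocytes; technique: cytometric PE anti-B7-1 and Alexa647 anti-CD8 signals after 1% paraformaldehyde fixation; also added: QL9-charged Drosophila Ld/ICAM-1/B7-1 vesicles; control set: naked versus QL9-loaded vesicles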
T cell HTS vesicle-bound % = further read-out of T cell HTS, marked with its call; double positive events, %; measured here: CD8+ vesicle-bound cell fraction;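 binding gate set so that unloaded-vesicle control wells show 10% double positive cells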
Numbers without * were called inactive; i = inactive.

SMILES	T cell HTS	T cell HTS vesicle-bound %
O=C(NNC(=O)C1CCN(C(=O)Nc2ccccc2)CC1)c1ccc(F)cc1	i	65
Cc1cc(NC(=O)Nc2cc(Cl)sc2Cl)no1	i	8
Nc1nonc1-n1nnc(C(=O)N/N=C/c2cccs2)c1CSc1ccccc1	i	21
COc1ccccc1CC(NC(C)=O)C(=O)NC1CCN(C(=O)c2cccc(Cl)c2)CC1 (stereo unspecified)	i	41
CCN1C(=O)[C@H]2[C@@H](c3ccc(-c4ccc(C(C)=O)cc4)c(OC)c3)N[C@@](Cc3ccccc3)(C(=O)OC)[C@H]2C1=O	i	40
CC(=O)N1CCN(c2ccc(NC(=O)c3cccc([N+](=O)[O-])c3)cc2)CC1	i	60
CS(=O)(=O)c1nc(S(=O)(=O)c2ccc(Cl)cc2)c(NCCCN2CCCC2=O)s1	i	23
Cc1[nH][nH]c(=O)c1C(c1cc(Br)ccc1O)c1c(C)[nH][nH]c1=O	i	56
NC(=O)NC(=O)CN1C(=O)NC2(CCOc3ccccc32)C1=O (stereo unspecified)	i	52
O=C(O)CCCN1C(=O)c2ccccc2Sc2ncccc21	i	47
Cc1cc(C)n(-c2ccc(C(=O)N3CCN(S(=O)(=O)c4ccc(Cl)cc4)CC3)cc2)n1	i	25
Cc1ccc(-n2ncc(C(=O)N3CCN(C(=O)c4ccco4)CC3)c2-n2cccc2)cc1	i	26
O=C1NCCN1CCNS(=O)(=O)c1ccccc1[N+](=O)[O-]	i	26
COc1ccc(-c2cc(C)no2)cc1S(=O)(=O)NCCc1ccco1	i	28
COCCCNC(=O)CN(Cc1ccccc1)S(=O)(=O)c1ccccc1	i	42
Cc1cccc(N=C2C(=O)Nc3c(Cl)cccc32)c1	i	64
O=C(O)C(Cc1ccccc1)N=C(NS(=O)(=O)c1ccccc1)c1ccccc1 (stereo unspecified)	i	21
CC(C)CN(C(=O)COc1ccc(-c2nnco2)cc1)C1CCS(=O)(=O)C1 (stereo unspecified)	i	18
COc1ccc(/C=C/C(=O)Nc2ccccc2F)cc1S(=O)(=O)N1CCOCC1	i	32
Cc1cc(C(=O)N2CCN(S(=O)(=O)c3ccc(F)c(Cl)c3)CC2)c(C)o1	i	35
Cc1ccc(-c2csc3nc(SCC(=O)Nc4ccc(Cl)c(C(=O)O)c4)[nH]c(=O)c23)cc1	i	6
CCS(=O)(=O)N1Cc2ccccc2CC1C(=O)Nc1cc(S(C)(=O)=O)ccc1Cl (stereo unspecified)	i	66
COc1cccc(OCC(=O)N(C)Cc2nc(-c3ccccc3)no2)c1	i	21
C[C@H](CO)N1C[C@H](C)[C@@H](CN(C)Cc2ccc(C(=O)O)cc2)Oc2c(NC(=O)Cc3ccccc3)cccc2C1=O	i	15
CC(C)c1ccc(C(=O)OC2CCOC2=O)cc1 (stereo unspecified)	i	26

(cont.)
SMILES	T cell HTS	T cell HTS vesicle-bound %
COc1ccc(C(CNCC(=O)Nc2ccccc2F)N(C)C)cc1 (stereo unspecified)	i	43
CN(Cc1ccccc1)S(=O)(=O)c1ccc(OCC(=O)NCc2cccnc2)cc1	i	19
COc1ccccc1-n1cc(-c2ccc(Br)cc2)[nH]c1=S	i	60
O=C(CN1C(=O)NC2(CCCCCC2)C1=O)Nc1ccccc1[N+](=O)[O-]	i	41
COc1ccc(N2CCN(CC(=O)c3ccccc3)CC2)cc1	i	50
COC(=O)CCCNC(=O)CCc1nnc(-c2ccc(-c3ccccc3)cc2)o1	i	66
CCC(=O)N1CCc2cc(Br)cc(S(=O)(=O)N3CCC(C(=O)NCCCOC(C)C)CC3)c21	i	20
CN(C(=O)CSc1nnc(-c2ccc(C(C)(C)C)cc2)n1C)C1CCS(=O)(=O)C1 (stereo unspecified)	i	48
Cc1ccc(C(=O)N2CCC(N3CCC(C(=O)N4CCOCC4)CC3)CC2)cc1C	i	37
O=C1C(=O)N(CC2COc3ccccc3O2)c2ccccc21 (stereo unspecified)	i	56
CCN(c1ccc(NC(=O)c2ccc(N3CCCC3=O)cc2)cc1)C(C)C	i	13
COc1ccc(CC(=O)NNS(=O)(=O)c2ccc([N+](=O)[O-])cc2)cc1OC	i	24
Cc1cccc(C(=O)NCC(=O)N2CCN(S(=O)(=O)/C=C/c3ccccc3)CC2)c1	i	27
CC1CCCCN1C(=O)c1cc2ccccc2cc1O (stereo unspecified)	i	75
CCOC(=O)c1c(C)[nH]c(C(=O)OCc2ccc(C)cc2)c1C	i	16
CCCCC(=O)Nc1ccc(C2C(=O)c3ccccc3C2=O)cc1	i	58
CCOc1ccccc1/C=N/n1c(C2CCCCC2)n[nH]c1=S	i	21
Cc1cccc(OCCCC(=O)Nc2nnc(C3CCCO3)s2)c1C (stereo unspecified)	i	44
Cc1c(CCO)c(=O)[nH]n1S(=O)(=O)c1ccc(F)cc1	i	6
COCCN(Cc1ccccc1)C(=O)c1cc(-c2ccc(OC)c(OC)c2)nc2ccccc12	i	68
CCN(CC(=O)Nc1c(F)cccc1F)C(=O)C1COc2ccccc2O1 (stereo unspecified)	i	42
O=C(OCC(=O)N1CCCC1)c1c[nH]c2ccccc12	i	33
O=C(O)c1ccc(CN2C(=O)c3ccc(Oc4ccc([N+](=O)[O-])cc4)cc3C2=O)cc1	i	60
Cc1ccc(S(=O)(=O)c2c(C)cc(C)[nH]c2=O)cc1	i	61
COC(=O)CCC(=O)c1ccc(OC)c(Cl)c1	i	48

The list goes on:
SMILES	T cell HTS	T cell HTS vesicle-bound %
COc1ccc(C(=O)CCC(=O)Nc2cccnc2)c(OC)c1	i	24
Cc1c(C(=O)O)sc2[nH]c(=O)n(Cc3ccccc3)c(=O)c12	i	60
Cc1noc(C)c1S(=O)(=O)N1CCC(C(=O)Nc2ccc(Br)cc2)CC1	i	8
CCOc1ccc(S(=O)(=O)N2CCN(C(=O)C3CSC4(C)CCC(=O)N34)CC2)cc1 (stereo unspecified)	i	40
C[C@H](NC(=O)c1nc[nH]c1C(=O)NC1CCNCC1)C(=O)OC(C)(C)C	i	44
Cc1ccc(NC(=O)COc2coc(CN3CCc4ccccc43)cc2=O)c(C)c1	i	44
Cc1oc(-c2cccs2)nc1CNC[C@H]1O[C@@H](n2cnc3c(N)ncnc32)[C@H](O)[C@@H]1O	i	5
O=C(c1cc2cc(F)ccc2[nH]1)N1CCN(C(=O)c2ccco2)CC1	i	12
Cc1cc(CNC(=O)CC2C(=O)NCCN2Cc2ccccc2)nn1C (stereo unspecified)	i	44
Cc1ccc(NC(=O)C2CCN(S(=O)(=O)c3ccc4c(c3)OCCO4)CC2)c(O)c1	i	48
NS(=O)(=O)c1cccc(NC(=O)CC23CC4CC(CC(Br)(C4)C2)C3)c1	i	30
COc1ccc(C(O)P(=O)(OC(C)C)c2ccc(N(C)C)cc2)c(OC)c1 (stereo unspecified)	i	30
CC(=O)Nc1ccc(S(=O)(=O)NCc2nc(-c3cccc(C)c3)no2)cc1	i	31
Cc1ccc(NC(=O)C2CCCN2C(=O)NC2CCCCC2)cc1F (stereo unspecified)	i	47
Cc1cc(C(F)(F)F)nc(SCC(=O)Nc2nccs2)n1	i	72
Cn1c(N)c(C(=O)COC(=O)COc2ccc(Br)cc2)c(=O)n(C)c1=O	i	43
CC(C)c1c(C(=O)N/N=C/c2cccnc2)nnn1-c1nonc1N	i	38
CCN1CCN(c2ccc(S(=O)(=O)N3CCCCC3)cc2NC(=O)Cc2ccccc2)CC1	i	55
Cc1cccc(NC(=O)Nc2ccc(S(=O)(=O)Nc3onc(C)c3C)cc2)c1	i	47
O=[N+]([O-])c1c(Nc2ccc(O)cc2)cc(Cl)c2nonc12	i	31
CCSc1oc(-c2ccco2)nc1S(=O)(=O)c1ccc(C)cc1	i	36
O=C(CSc1n[nH]c(=O)n1C1CC1)Nc1ccc(Cl)cc1Cl	i	35
O=C(Nc1cc2c(cc1Br)OCCO2)c1cccnc1	i	11
CC(C)c1nc(SCC(=O)N2CCCCCC2)c2c(=O)n(C)c(=O)n(C)c2n1	i	34
CCOc1ccc(NS(=O)(=O)c2ccc3c(c2)CCN3C(C)=O)cc1	i	26

Going on with the list:
SMILES	T cell HTS	T cell HTS vesicle-bound %
CCc1ccccc1NC(=O)COc1cccc(-n2cnnn2)c1	i	26
CC(C)CC(=O)C1=C(O)C(=O)N(Cc2ccccc2)C1c1ccccc1 (stereo unspecified)	i	58
Cc1cc(C)cc(NC(=O)CCN2CCOCC2)c1	i	60
O=C(Cn1cccc1C(=O)c1ccccc1)NCc1ccccc1Cl	i	14
N#Cc1cc2c(=O)n3ccccc3nc2n(Cc2cccnc2)c1=O	i	31
COC(=O)c1ccc(NC(=O)COc2cccc3c2OC(C)(C)C3)cc1	i	28
CC1(C)CC(=O)C=C(c2ccc(F)nc2)C1	i	27
CCc1cc(=O)oc2cc(C)cc(OC(C)C(=O)NCc3cccnc3)c12 (stereo unspecified)	i	24
S=C(NCCCN1CCOCC1)N1CCN(c2cccc(Cl)c2)CC1	i	20
CCn1c(C)nnc1SCC(=O)Nc1ccc2c(c1)OCCO2	i	36
CCOc1ccc(N2C(=O)Cc3ccccc3C2=O)cc1	i	25
CC(C(=O)Nc1ccc(S(=O)(=O)N2CCCC2)cc1)N(C)Cc1ccc(F)cc1 (stereo unspecified)	i	11
CCOC(CNC(=O)C(=O)NCC(c1ccco1)N1CCN(c2ccc(OC)cc2)CC1)OCC (stereo unspecified)	i	48
CCOc1ccc(CCNC(=O)COC(=O)c2ccc3c(c2)OCCO3)cc1OCC	i	17
Cc1cc(C)cc(C(=O)Nc2cc3c4c(c2)CC(=O)N4CCC3)c1	i	55
CSc1ccc(C(=O)C2CCCN(C(=O)CCc3c(C)nn(C)c3C)C2)cc1 (stereo unspecified)	i	24
CCNC(=S)N(CCCN(CC)CC)Cc1cc2cc3c(cc2[nH]c1=O)OCO3	i	61
O=C(O)c1cccc(S(=O)(=O)N(Cc2ccccc2)c2ccccc2Cl)c1	i	26
Cc1cccc(C)c1NC(=O)COC(=O)/C=C/c1ccc(S(=O)(=O)N2CCOCC2)cc1	i	38
CCCNC(=O)c1onc(CSc2ccc(F)cc2)c1C(=O)NC(C)C	i	18
Cc1ccc(NC(=O)c2sc3ncn(CC(=O)N4CCOCC4)c(=O)c3c2C)c(Br)c1	i	25
COc1ccc(NC(=O)c2sc3nc(N4CCCC4)c4c(c3c2N)CC(C)(C)OC4)cc1	i	43
O=C1CCCN1CCCNS(=O)(=O)c1ccccc1	i	12
O=S(=O)(c1ccc(Br)s1)N1CCN(CCc2ccccc2)CC1	i	14
S=c1[nH]ccn1CCc1ccccc1	i	30

Additional structures follow.
SMILES	T cell HTS	T cell HTS vesicle-bound %
Cc1onc(-c2ccccc2)c1C(=O)N1CCN(S(=O)(=O)c2ccccc2Br)CC1	i	46
COc1ccc(CN(C)c2ccc(S(=O)(=O)N3CCN(C)CC3)cc2[N+](=O)[O-])cc1OC	i	20
CC(C)C[C@H](NC(=O)c1nc[nH]c1C(=O)NCc1ccc(CNC(=O)OC(C)(C)C)cc1)C(=O)OC(C)(C)C	i	15
O=C(N/N=C/c1coc2ccccc2c1=O)c1ccc(Cl)cc1	i	50
O=C(N1CCOCC1)N1CCN(S(=O)(=O)c2ccc(Cl)cc2)CC1	i	38
CC1CCN(CCCNC(=O)C2CCCN(c3ncnc4c3nc3n4CCCCC3)C2)CC1 (stereo unspecified)	i	9
Cc1nc(N2CCN(C(=O)c3ccco3)CC2)nc2c1C(=O)CCC2	i	30
Cc1nn2c(N3CCOCC3)cc(C(C)(C)C)nc2c1-c1ccccc1	i	28
COc1ccc(NC(=O)CCC(=O)N/N=C/c2cccnc2)cc1	i	8
CN(Cc1cnn(Cc2ccccc2)c1)C(=O)CN=C1NS(=O)(=O)c2ccccc21	i	58
COc1cc2ccccc2cc1C(=O)N1CC(C)CC(C)C1 (stereo unspecified)	i	17
Nc1ccccc1Nc1nc2ccccc2[nH]1	i	26
CCc1ccc(OCC(=O)NNC(=S)NC(=O)C2CC2)c(Br)c1	i	8
CCCC(=O)N(CCN1CCOCC1)c1nc2ccc(OCC)cc2s1	i	22
COc1ccc(Cl)c2sc(NC(=O)C3=COCCO3)nc12	i	51
CC1CCN(CC(=O)NNC(=O)c2cccc(Br)c2)CC1	i	18
Cc1ccccc1C(=O)N1CCC(C(=O)Nc2ccccn2)CC1	i	15
Cc1ccc(CNS(=O)(=O)CCNC(=O)c2ccccc2)cc1	i	45
C[C@H](CO)N1C[C@H](C)[C@@H](CN(C)C(=O)Nc2ccc(C(F)(F)F)cc2)Oc2c(NC(=O)c3ccncc3)cccc2C1=O	i	5

Screening data as filed in PubChem.

Only part of the results is shown (hit frequency here may not be typical).
